Bioassay records from PubChem.
BCR signal inh: chronic active BCR signaling inhibition; Potency, µM (titrated, usually from 46.1 µM), for the others: at the highest dose ratio change, negative = lower green/red ratio, actives largely listed as inhibitors; ABC-DLBCL IkBa-CBG/CBR reporter, luminescence ratio, 4 h; AID 493014; 0.05% of 340,000 active; active = well fitted inhibition curve with a large enough effect in the signal ratio, with a control signal flat, not every such curve was filed as active; inconclusive = small, poorly fitted or top-dose-only effect, or effect the other way, or a change in a side signal; the % refers to the signal ratio;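 note: potency is the fitted concentration of half-maximal effect; plate controls were basal doxycycline-induced cells for no effect and cells given 10 µM MG132 for full effect; MG132 reads +100%, hits lower the ratio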
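TMD8 human ABC-DLBCL cells with doxycycline-inducible IκBα–green luciferase fusion and unfused red luciferase, in 0.5% FBS medium; compounds up to 46 uM, 4 h at 37C. Green/red luminescence ratio, filter-overlap corrected, fitted to concentration-response curves.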
MLL CXXC-DNA inh: blocks binding of human MLL CXXC domain to DNA | Q03164 | 0.037% of 290,000 active | MLL-CXXC / FITC-HOXA9 DNA fluorescence polarization | Potency, µM (doses to about 115 µM), inactives show top-dose activity change, negative = inhibition, most hits filed as inhibitors; active = well fitted inhibition curve with a large enough effect in the polarisation, with a control signal flat, not every such curve was filed as active; inconclusive = small, poorly fitted or top-dose-only effect, or effect the other way, or a change in a side signal; inactive = no such curve, though single readings can be large or run the other way; the % refers to the polarisation; note: potency is the fitted concentration of half-maximal effect
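Fluorescence polarization: 7 uM MLL-CXXC (stock) preincubated 5 min with compounds, then 50 nM fluorescein-HOX-A9 DNA (stock) added; 30 min ambient. Buffer 50 mM Tris-HCl pH 7.5, 50 mM NaCl, 1 mM DTT, 0.05% BSA.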
FBPA coupling cs: inhibits coupling enzyme system, counter-screen for aldolase hits; coupling enzyme system counterscreen, AmpLite Red fluorescence; activity change, negative = inhibition, % at 58.2 µM, hits read low; 0.67% of 290,000 active; AID 2472; in the data active = activity change below about -30%; note: % is set by controls: 0 for no effect and ±100 for the full control effect
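Fluorescence at 525 nm excitation and 598 nm emission measured inhibition of the coupled detection system without aldolase. Compounds (at 57.5 uM final) were preincubated 10 min at room temperature with coupling enzyme reagent before a 20 min substrate/AmpLite Red step.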
Tb PFK inh: inhibitors of T. brucei phosphofructokinase | 0.17% of 330,000 active | AID 485367 | T. brucei PFK, ADP-Glo luminescence | Potency, µM (highest dose often 57.5 µM), inactives show top-dose activity, negative = inhibition, actives largely listed as inhibitors;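 note: potency is the fitted concentration of half-maximal effect; 0% = uninhibited 1x PFK enzyme wells and -100% = no-enzyme wells; nearly all actives have a fitted effect of over 60% in size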
Target sequence (O15648 whole entry, looked up): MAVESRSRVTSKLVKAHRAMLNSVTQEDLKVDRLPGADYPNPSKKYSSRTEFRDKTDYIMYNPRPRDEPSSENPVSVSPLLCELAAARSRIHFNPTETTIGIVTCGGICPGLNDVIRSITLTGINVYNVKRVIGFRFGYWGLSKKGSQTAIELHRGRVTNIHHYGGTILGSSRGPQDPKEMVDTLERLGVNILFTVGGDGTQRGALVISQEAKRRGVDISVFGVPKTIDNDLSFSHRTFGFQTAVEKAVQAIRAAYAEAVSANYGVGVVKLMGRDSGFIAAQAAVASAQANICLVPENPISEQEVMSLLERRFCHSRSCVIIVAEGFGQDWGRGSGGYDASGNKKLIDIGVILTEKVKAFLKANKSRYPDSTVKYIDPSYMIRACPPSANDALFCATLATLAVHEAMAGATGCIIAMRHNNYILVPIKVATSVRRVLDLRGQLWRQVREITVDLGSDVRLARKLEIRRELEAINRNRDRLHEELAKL
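ADP-Glo luminescence quantified ADP after 45 min at room temperature, with 1.25 nM T. brucei PFK, 0.1 mM ATP and 0.5 mM fructose-6-phosphate in pH 8.0 TEA buffer. qHTS titrations up to 57 µM; curves classified by quality.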
KCNH2 WT inh: blocks the wildtype human KCNH2 potassium channel. Q12809. U2OS, BacMam KCNH2, thallium flux FluxOr; hits give low values. activity change, % at 1.84 µM. 0.37% of 340,000 active. AID 720551;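 active = maximum activity change below -70%; inconclusive = maximum activity change between -70% and -50%; inactive = maximum activity change above -50%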; note: % is set by controls: 0 for no effect and ±100 for the full control effect
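U2OS cells transduced with wild-type KCNH2 virus are loaded with FluxOr dye for 45 min, and thallium flux is measured in kinetic reads before and after stimulation buffer. Rate constants are normalized to DMSO controls.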
TSHR antagonist: human thyrotropin receptor antagonism; P16473; TSHR-expressing cells, TSH-stimulated cAMP HTRF, 2 h; hits give low values; AID 504810; activity change, negative = inhibition, % at 11.5 µM; 0.2% of 330,000 active;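 active = activity change below a set negative limit, meaning inhibition stronger than a set level, cut at about -70% in these data; inconclusive = activity change between two set negative limits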; note: % is set by controls: 0 for no effect and ±100 for the full control effect
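Freshly harvested TSHR cells receive pin-tooled compound, then EC80 TSH at 4nM final. After 2 hours at 37 deg C, antibody in lysis buffer and cAMP-d2 are added; 30 minutes at ambient temperature precede the HTRF read.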
AT treatment: potential ataxia-telangiectasia treatment. 0.19% of 320,000 active. […] A-T fibroblasts, KAP-1 phosphorylation AlphaLISA; neocarzinostatin DNA damage 30 min before lysis. Potency, µM (doses to about 57.5 µM), inactives show at the top dose activation, usual class: activators. AID 485349; note: potency is the fitted concentration of half-maximal effect; % of control where 0% means no effect; nearly all actives have a fitted effect of over 45% in size
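hTERT-immortalized A-T patient fibroblasts ([…]), 500 cells/well in OPTI-MEM, 1% FBS, got compounds for 60 min, then NCS for 30 min at 37C. Lysates were then assayed for phospho-KAP-1 by AlphaLISA (anti-pKAP1 donor, anti-KAP1 acceptor beads), 6 hr at 25C.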
TCR act: activators of T cell receptors; primary human leukocytes, anti-CD3, IL-2 HTRF, 48 h; Potency, µM (series often up to 9.22 µM), for the others: top-dose activation of IL-2 secretion, actives largely listed as activators; 330,000 tested, under 10 active; AID 504894; note: % of control where 0% means no effect
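1) Mix primary human leukocytes, a-CD3 beads and compound. 2) Incubate 48 hr. 3) Add HTRF IL-2 reagents (a-IL-2-K, a-IL-2-d2).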
GALK inhibitor: galactokinase (human) inhibition | Purified GALK, Kinase-Glo residual ATP luminescence | Potency, µM (highest dose often 57.5 µM), inactives show at the top dose activity change, negative = inhibition, most hits filed as inhibitors | 0.007% of 270,000 active; note: potency is the fitted concentration of half-maximal effect; % is set by controls: 0 for no effect and ±100 for the full control effect
Target sequence (P51570 whole entry, looked up): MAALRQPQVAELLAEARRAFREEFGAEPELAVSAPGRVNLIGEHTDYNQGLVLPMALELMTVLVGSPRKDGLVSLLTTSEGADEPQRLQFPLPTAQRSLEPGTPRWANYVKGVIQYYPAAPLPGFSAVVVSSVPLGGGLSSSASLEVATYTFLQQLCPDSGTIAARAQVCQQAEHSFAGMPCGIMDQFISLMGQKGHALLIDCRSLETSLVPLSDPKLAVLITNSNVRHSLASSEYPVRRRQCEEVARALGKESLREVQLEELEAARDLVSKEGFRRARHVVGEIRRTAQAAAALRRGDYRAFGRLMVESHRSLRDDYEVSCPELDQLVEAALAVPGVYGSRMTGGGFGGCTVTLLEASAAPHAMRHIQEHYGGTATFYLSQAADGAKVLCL
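Human GALK (5 nM) with 35 uM ATP and 100 uM galactose in 20 mM HEPES pH 8.0, 5 mM MgCl2, 60 mM NaCl, 1 mM DTT, 0.01% BSA. After 1 h at room temperature, leftover ATP was read by Kinase-Glo Plus luminescence.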
Giardia kill: kills Giardia lamblia; activity change, % at 7.66 µM, hits read low; AID 540267; Giardia lamblia trophozoite viability; 0.15% of 340,000 active; in the data active = activity change below about -80%; inconclusive = between about -30% and that limit;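 note: parasites exposed to compound for two days anaerobically before the ATP read; % is set by controls: 0 for no effect and ±100 for the full control effect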
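Luminescence from cellular ATP indicates surviving trophozoites (100 cells/well) following 48 hrs anaerobic compound treatment at 37 deg C; signal develops 15-30 min at room temperature.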
* marks the source's active call; other numbers are inactive results; ? = inconclusive; nt = not tested or not shown; & = joins results of further samples; [ ] = dose if it differs, or a comment. Unless noted, calls come from the whole dose curve; as a rule, active = well fitted curve in the direction sought with a large enough effect; inconclusive = small, poorly fitted or top-dose-only effect, or another doubt; inactive = no such curve, though single readings can be large; an effect the other way counts as inactive or inconclusive.

SMILES	BCR signal inh	MLL CXXC-DNA inh	FBPA coupling cs	Tb PFK inh	KCNH2 WT inh	TSHR antagonist	AT treatment	TCR act	GALK inhibitor	Giardia kill
Cc1ccn2c(=O)nc(SCC(=O)NCc3ccc4c(c3)OCO4)nc2c1	0%	nt	nt	?	-32	0	2%	-10%	nt	7
CSCCC(Nc1ncnc2ccc(Br)cc12)C(=O)O (configuration not stated)	4%	9%	5	4%	-6	8	2%	-60%	14%	-24
Nc1ccc(S(=O)(=O)Nc2nccc(/C=C/c3ccc(Br)s3)n2)cc1	-3%	?	-1	-1%	4	13	-14%	-7%	9%	-7
CO/N=C/CC(=O)c1cnc(-c2ccc(Cl)cc2)s1	-2%	8%	-8	1%	-10	-2	-1%	2%	-3%	-18
c1ccc2c3n(nc2c1)CCCO3	-2%	nt	nt	0%	-12	-1	7%	-5%	nt	-8
COc1cc(CC(NC(C)=O)C(=O)NC2CCN(C(=O)Nc3ccccc3C)CC2)cc(OC)c1 (configuration not stated)	-1%	-10%	1	2%	5	-7	-9%	1%	1%	6
CC(C)n1c(SC2CCOC2=O)nc2ccccc21 (configuration not stated)	-2%	5%	0	-2%	-14	-2	-2%	-2%	-3%	8
COc1cc(NC(=O)COn2nnc3ccc(S(C)(=O)=O)cc32)cc(OC)c1	?	2%	4	2%	-23	-9	4%	0%	-7%	27
CCOC(=O)N1CCN(CC(O)COc2ccc(C)c(C)c2)CC1 (configuration not stated)	5%	2%	3	1%	8	3	13%	-8%	3%	1
O=c1cc(-c2ccccc2)[nH]c2ccccc12	11µM*	2%	-2&0	0%	0	-14	-7%	-5%	1%	-22
CC(=O)c1ccccc1NC(=O)CN1C(=O)CS/C1=C\c1nc(-c2ccc(C)cc2)cs1	0%	12%	0	0%	5	0	4%	1%	0%	-8
COc1ccc(/C=N/NC(=O)c2cccc([N+](=O)[O-])c2)c2ccccc12	0%	2%	1	-17%	0	-4	0%	4%	nt	?
Cc1ccc(NC(=O)CN(C)C(=O)Cn2nnc(-c3ccccc3C)n2)cc1	-10%	nt	nt	2%	-2	-7	3%	5%[46.1 µM]	nt	-8
NC(=O)C1CCN(C(=O)c2ccc3ccccc3c2)CC1	4%	4%	-2	2%	2	-5	6%	-1%	0%	2
O=C(c1ccc(Cl)cc1)C(Cn1cncn1)C(Sc1ccccc1)c1ccccc1 (configuration not stated)	?	?	3	0%	1	-3	1%	-19%	-3%	0
C=CCn1c(=S)[nH]c2cc(C(=O)Nc3ccc(OC)c(OC)c3)ccc2c1=O	18%	3%	0	8%	1	-14	-3%	-3%	-1%	-2
Cc1cc(C)c(NC(=O)C2CC(=O)N(c3ccc4c(c3)OCCO4)C2)c(C)c1 (configuration not stated)	10%	7%	1	2%	16	13	-2%	-3%	0%	16
O=C(OCCCc1cc2ccccc2c(=O)o1)c1ccc2c(c1)OCO2	?	nt	nt	1%	7	-27	7%	2%	nt	-15
Cc1ccc(NC(=O)CN(C)C(=O)c2ccc(NS(=O)(=O)c3cccc([N+](=O)[O-])c3)cc2)cc1	1%	nt	nt	11%	0	nt	19%	-7%	nt	2
CC(c1n[nH]c(=S)n1-c1ccccc1)N1CCCCC1 (configuration not stated)	?	8%	3	17%	-13	-7	-11%	-7%	-2%	21
COc1cc(C(N)=O)cc(Cl)c1OC	11%	0%	1	3%	nt	-2	0%	-4%	0%	10
C=CC(=O)N=c1sc2ccccc2n1-c1ccccc1	?	22%	2	-1%	0	0	-4%	-3%	-2%	13
COc1ccc(-c2ccc3c(c2)S(=O)(=O)c2cccc(C(=O)O)c2C3=O)cc1OC	0%	nt	nt	-12%	-9	14	-1%	-2%	nt	-9
COC(=O)c1c(NC(=O)C2C3CCC(O3)C2C(=O)O)sc2c1CCCCCC2 (configuration not stated)	3%	13%	11	1%	-10	-18	nt	0%[46.1 µM]	0%	-5
Cc1ccc(Nc2nnc(SCC(=O)c3ccc(Br)s3)s2)c(C)c1	5%	24%	-6	0%	31	-3	2%	1%[46.1 µM]	0%	33[activator]
Cc1ccc(S(=O)(=O)Nc2cccc3c2CCCC3)cc1	4%	0%	0	9%	0	4	4%	-3%[46.1 µM]	1%	-10
COc1ccccc1/C=N/NC(=O)c1sc(C)nc1C	?	-5%	-2	0%	-10	-3	2%	-8%	1%	-13
CC(C)Sc1nc(N2CCCC2)c2c(c1C#N)CC(C)(C)OC2	1%	4%	4	17%	-7	0	11%	-17%	0%	19
N#Cc1nc(-c2cccs2)oc1N1CCN(c2ccccc2)CC1	?	1%	-2	-2%	-5	-37	-5%	nt	1%	-1
COCCn1c(SCC(=O)Nc2cccc(S(N)(=O)=O)c2)nc2cc(Cl)ccc2c1=O	4%	-1%	1	-1%	-2	4	-10%	7%	5%	-3
Cc1ccc(S(=O)(=O)Nc2ccccc2N2CCOCC2)cc1	3%	-7%	nt	9%	0	-9	1%	0%	-1%	-13
Cc1ccc(-n2nnnc2SCC(=O)NC(=O)Nc2ccc3c(c2)OCCO3)cc1	1%	1%	0	-1%	-17	0	-4%	0%	1%	7
COc1ccc(CNC(=O)C2CCN(c3nc(-c4ccccc4)nc4c3CCC4)CC2)cc1	-2%	3%	nt	0%	15	-4	4%	7%	-4%	2
CCOc1ccccc1NC(=O)C1C2C=CC(C2)C1C(=O)O (configuration not stated)	?	12%	-2	0%	-20	8	-8%	7%	0%	13
CCS(=O)(=O)N1CCC(C(=O)NCCc2ccc(OC)c(OC)c2)CC1	3%	-2%	1	-4%	5	5	-1%	nt	0%	-6
Cc1nc2ccc(C(=O)N3CCN(c4ccccc4)CC3)cc2s1	0%	10%	0	-3%	-5	-6	3%	-3%[46.1 µM]	0%	-25
Cn1cc(C(=O)NC2CCCCC2)c(=O)c2cc(S(=O)(=O)N3CCCC3)ccc21	5%	-4%	1	-1%	-11	-4	0%	2%	0%	-6
CCc1nnc(NC(=O)C2CCCN(c3nc(C)cc(C)n3)C2)s1 (configuration not stated)	0%	-1%	-1	3%	-6	-11	0%	2%	-1%	0
CCOc1cc(/C=C2\C(=O)N(c3ccc(C(N)=O)cc3)N=C2C)ccc1OC(=O)c1cccs1	?	-17%	2	-6%	-6	-5	9%	6%	-5%	-10
CC(Sc1nnc(C2CC2)n1C1CC1)C(=O)NCc1cccs1 (configuration not stated)	5%	nt	nt	-3%	0	-10	1%	1%	nt	-8

6 entries from above, as a markdown table:
| Compound | BCR signal inh | MLL CXXC-DNA inh | FBPA coupling cs | Tb PFK inh | KCNH2 WT inh | TSHR antagonist | AT treatment | TCR act | GALK inhibitor | Giardia kill |
| --- | --- | --- | --- | --- | --- | --- | --- | --- | --- | --- |
| N#Cc1nc(-c2cccs2)oc1N1CCN(c2ccccc2)CC1 | ? | 1% | -2 | -2% | -5 | -37 | -5% | nt | 1% | -1 |
| CC(c1n[nH]c(=S)n1-c1ccccc1)N1CCCCC1 (configuration not stated) | ? | 8% | 3 | 17% | -13 | -7 | -11% | -7% | -2% | 21 |
| Cc1ccc(S(=O)(=O)Nc2ccccc2N2CCOCC2)cc1 | 3% | -7% | nt | 9% | 0 | -9 | 1% | 0% | -1% | -13 |
| O=c1cc(-c2ccccc2)[nH]c2ccccc12 | 11µM* | 2% | -2&0 | 0% | 0 | -14 | -7% | -5% | 1% | -22 |
| CC(Sc1nnc(C2CC2)n1C1CC1)C(=O)NCc1cccs1 (configuration not stated) | 5% | nt | nt | -3% | 0 | -10 | 1% | 1% | nt | -8 |
| COCCn1c(SCC(=O)Nc2cccc(S(N)(=O)=O)c2)nc2cc(Cl)ccc2c1=O | 4% | -1% | 1 | -1% | -2 | 4 | -10% | 7% | 5% | -3 |

(cont.)
SMILES	BCR signal inh	MLL CXXC-DNA inh	FBPA coupling cs	Tb PFK inh	KCNH2 WT inh	TSHR antagonist	AT treatment	TCR act	GALK inhibitor	Giardia kill
CCCCCC(=O)NC(=S)NNC(=O)CC	8%	3%	0	-9%	-5	1	4%	3%	-4%	-4
Cc1ccc(S(=O)(=O)NCCNC(=O)c2ccccc2)cc1	?	-3%	0	-2%	-1	-4	-1%	0%	3%	-7
CCN(CCCNC(=O)C1CCC(=O)N1C1CCCC1)c1cccc(C)c1 (configuration not stated)	1%	0%	-1	-2%	0	-8	-12%	6%	2%	17
CCOC(=O)c1c(C)[nH]c(C(=O)N2CCc3cc(OC)c(OC)cc3C2)c1C	?	nt	nt	6%	-10	7	-2%	-5%	nt	6
